KCNH2 3.1 block: inhibitors of human KCNH2 3.1 potassium channel isoform; U2OS KCNH2 3.1, thallium flux FluxOr; hits give low values; activity change, % (tested at about 1.8 µM); actives 0.95% (n = 340,000);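 active = maximum activity change below -70%; inconclusive = maximum activity change from -70% to -50%; inactive = maximum activity change above -50%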;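 also: thallium influx rate constant from kinetic fluorescence after stimulation buffer; % is scaled to controls: 0 for no effect and ±100 for the full control effect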
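Normalized rate constant (relative to positive and negative DMSO controls) derived from a 2 min kinetic fluorescence read after stimulation; U2OS cells expressing the 3.1 isoform via virus at 1.77 x 10^8 /mL.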
TSHR antagonist: human thyrotropin receptor antagonism | P16473 | TSHR-expressing cells, TSH-stimulated cAMP HTRF, 2 h; hits give low values | AID 504810 | actives 0.2% (n = 330,000) | activity change, negative = inhibition, % at 11.5 µM;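 active = activity change below a set negative limit, meaning inhibition stronger than a set level, cut at about -70% in these data; inconclusive = activity change between two set negative limits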; also: % is scaled to controls: 0 for no effect and ±100 for the full control effect
Target sequence (P16473 whole entry, looked up): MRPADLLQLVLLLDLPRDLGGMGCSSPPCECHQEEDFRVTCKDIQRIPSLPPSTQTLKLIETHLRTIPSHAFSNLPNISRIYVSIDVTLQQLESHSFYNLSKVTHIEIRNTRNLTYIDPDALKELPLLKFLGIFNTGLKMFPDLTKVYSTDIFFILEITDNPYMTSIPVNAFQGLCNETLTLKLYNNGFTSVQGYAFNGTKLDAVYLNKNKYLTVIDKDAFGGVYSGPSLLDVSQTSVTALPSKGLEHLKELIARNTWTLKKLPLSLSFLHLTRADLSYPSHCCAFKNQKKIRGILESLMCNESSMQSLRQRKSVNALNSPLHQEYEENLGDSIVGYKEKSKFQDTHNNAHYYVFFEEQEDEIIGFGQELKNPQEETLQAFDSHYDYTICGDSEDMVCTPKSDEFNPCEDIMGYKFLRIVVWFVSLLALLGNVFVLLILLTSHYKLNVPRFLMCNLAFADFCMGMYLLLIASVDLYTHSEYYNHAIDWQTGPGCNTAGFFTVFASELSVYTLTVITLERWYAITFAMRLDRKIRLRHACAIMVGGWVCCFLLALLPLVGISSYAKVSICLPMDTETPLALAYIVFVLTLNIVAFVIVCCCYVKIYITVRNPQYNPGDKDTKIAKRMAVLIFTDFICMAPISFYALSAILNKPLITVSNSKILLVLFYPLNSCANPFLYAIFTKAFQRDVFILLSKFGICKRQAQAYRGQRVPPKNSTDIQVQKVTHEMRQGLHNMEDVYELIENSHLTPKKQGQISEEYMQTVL
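Read-out is FRET at 665 nm (cryptate excitation 337 nm) from a cryptate-tagged anti-cAMP antibody, competed by cell cAMP against cAMP-d2. Compounds are tested on freshly harvested TSHR cells challenged with 4nM TSH (EC80) for 2 hours at 37 deg C.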
KCNH2 WT inh: inhibitors of human wildtype KCNH2 potassium channel. AID 720551. activity change, % at 1.84 µM. actives 0.37% (n = 340,000). U2OS, BacMam KCNH2, thallium flux FluxOr; hits give low values;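 active = maximum activity change below -70%; inconclusive = maximum activity change between -70% and -50%; inactive = maximum activity change above -50%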; also: % is scaled to controls: 0 for no effect and ±100 for the full control effect
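U2OS cells were transduced with wild-type KCNH2 virus (2.03 x 10^8 / mL) for 4 h at room temperature, then cultured overnight at 37 C. Thallium flux was read with FluxOr dye. Rate constants were normalized to DMSO controls.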
TCR act: activators of T cell receptors. primary human leukocytes, anti-CD3, IL-2 HTRF, 48 h. Potency, µM (doses to about 9.22 µM), for the others: at the highest dose activation of IL-2 secretion, usual class: activators. 330,000 tested, under 10 active; also: % of control where 0% means no effect
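Compounds are tested in HTS on primary human leukocytes co-incubated with a-CD3 beads for 48 hr. IL-2 output is measured by time-resolved FRET.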
Eya2 phos inh: blocks the phosphatase activity of human Eya2 | O00167 | recombinant Eya2, OMFP fluorescence dephosphorylation (OMFP is methylfluorescein phosphate) | Potency, µM (series often up to 76.9 µM), for the others: at the highest dose activity, negative = inhibition, most hits filed as inhibitors | actives 0.006% (n = 330,000); also: potency is read from the fitted curve at half-maximal effect; % is scaled to controls: 0 for no effect and ±100 for the full control effect
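Eya2 (0.2 uM) preincubated 10 min at ambient with compound, then OMFP substrate added at 50 uM; 10 min reaction in 50 mM HEPES pH 7.5, 50 mM NaCl, 5 uM MgCl2, 0.05% BSA, 1 mM DTT. Fluorescence read at Ex 485/Em 525 nm.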
Mito fusion yeast: inhibitors of mitochondrial division or activators of mitochondrial fusion. S. cerevisiae fusion-defective mutant growth rescue, CellTiterGlo 48 h. Potency, µM (highest dose often 46.1 µM), without a hit: at the top dose growth rescue (activation), hits mostly activators. actives 0.23% (n = 320,000). AID 485298;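 also: potency is read from the fitted curve at half-maximal effect; % of control where 0% means no effect; nearly all actives have a fitted effect of over 45% in size; temperature-sensitive fusion mutants such as fzo1-1 at 37 °C on non-fermentable ethanol glycerol medium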
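Growth-rescue viability read-out: after 48 h at the non-permissive 37C in glycerol/ethanol YPEG, yeast mitochondrial fusion mutants are measured by CellTiterGlo luminescence; compounds (23 nl pinned per well) restoring growth score as division inhibitors or fusion activators.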
USP2a block: USP2a (human) protease inhibition. USP2 core, Ub-CHOP2 coupled fluorogenic reporter, 485/531. Potency, µM (highest dose often 38.3 µM), inactives show at the highest dose activity change, negative = inhibition, hits mostly inhibitors. O75604. AID 463254. actives 0.01% (n = 330,000);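 also: potency is read from the fitted curve at half-maximal effect; plate controls were DMSO wells for no effect and full inhibition by NEM control for full effect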
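USP2 core (10nM final) preincubated 30min RT with compound in 20mM Tris-HCl pH 8.0, 2mM CaCl2, 2mM beta-mercaptoethanol, 0.05% CHAPS; 25nM Ub-CHOP2 plus 25nM reporter substrate added, fluorescence (Ex485/Em531) read after 60min.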
TRPV1 agonist: agonists of human vanilloid receptor 1 (TRPV1); Q8NER1; TRPV1-expressing cells, Fluo-8 calcium influx, agonist mode; activation, % at 8.33 µM; actives 0.19% (n = 320,000); AID 540275; in the data active = activation above about 80%; inconclusive = between about 30% and that limit; also: 0% is about no effect
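Fluo-8 calcium influx in TRPV1-expressing cells, kinetic read (ex 480/em 520 nm). Compound added and read 3 min for agonist activity, followed by capsaicin at EC20 final and 2 min further read for enhancement.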
A-T KAP1 phos: potential ataxia-telangiectasia treatment | AID 485349 | actives 0.19% (n = 320,000) | […] A-T fibroblasts, KAP-1 phosphorylation AlphaLISA; neocarzinostatin DNA damage 30 min before lysis | Potency, µM (top dose mostly 57.5 µM), for the others: top-dose activation, usual class: activators; also: potency is read from the fitted curve at half-maximal effect; % of control where 0% means no effect; nearly all actives have a fitted effect of over 45% in size
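hTERT-immortalized A-T patient fibroblasts ([…]), 500 cells/well in OPTI-MEM, 1% FBS, got compounds for 60 min, then NCS for 30 min at 37C. Lysates were then assayed for phospho-KAP-1 by AlphaLISA (anti-pKAP1 donor, anti-KAP1 acceptor beads), 6 hr at 25C.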
ELG1 DNA repair: blocks ELG1-dependent DNA repair in HEK293T cells | HEK293T ELG1-luciferase reporter, luminescence, 16 h; DNA damage induced by 5-fluorouridine | Potency, µM (top dose mostly 46.1 µM), for the others: top-dose activity change, negative = inhibition, hits mostly inhibitors | actives 2.3% (n = 330,000); also: potency is read from the fitted curve at half-maximal effect; % is scaled to controls: 0 for no effect and ±100 for the full control effect; nearly all actives have a fitted effect of over 55% in size
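Cells (2,000 per well) received 5-fluorouridine plus test compound or DMSO and were incubated 16 hr at 37 °C, 5% CO2. Luciferase activity was read by luminescence 30 min after ONE-Glo addition; signal suppression marked inhibition of damage-induced ELG1 function.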
* marks the source's active call; other numbers are inactive results; ? = inconclusive; . = no result given; [ ] = dose if it differs, or a comment. Unless noted, calls follow the shape of the dose curve; as a rule, active = well fitted curve in the direction sought with a large enough effect; inconclusive = small, poorly fitted or top-dose-only effect, or another doubt; inactive = no such curve, though single readings can be large; an effect the other way counts as inactive or inconclusive.

SMILES	KCNH2 3.1 block	TSHR antagonist	KCNH2 WT inh	TCR act	Eya2 phos inh	Mito fusion yeast	USP2a block	TRPV1 agonist	A-T KAP1 phos	ELG1 DNA repair
CC1CN(c2nc3ccccc3nc2SCC(=O)Nc2ccc(F)cc2)CC(C)O1 (configuration not stated)	-13.9	-5.6	4.1	-4.0%	-9.9%	-1.3%	0.7%	?	9.5%	16.4µM*
O=C(NNC(=O)c1ccc2c(=O)n3c(nc2c1)CCC3)c1cccc(Cl)c1	12.1	10.7	0.4	0.4%	2.8%	-3.4%	1.3%	0.5	-7.3%	-6.5%
Cc1nnc(SC(C(=O)Nc2cc(Cl)cc(Cl)c2)c2ccccc2)[nH]c1=O (configuration not stated)	2.8	-24.8	.	-3.6%	15.9%	-7.4%	-4.3%	-4.6	4.4%	-13.0%
Cc1onc(-c2ccccc2)c1C(=O)N1CCCC1	-2.3	11.5	2.0	2.5%	-0.6%	4.4%	-1.4%	0.0	17.9%	9.7%
CC(C)CCNC(=O)C(c1ccncc1)N(C(=O)Cn1nnc(-c2ccc(F)cc2)n1)c1ccccc1F (configuration not stated)	-6.1	6.6	4.4	-0.6%	2.6%	1.3%	-1.9%	1.7	2.1%	-13.9%
COc1ccc(NC(C#N)c2ccccc2OCc2ccccc2)cc1 (configuration not stated)	2.6	-5.6	.	2.6%[46.1 µM]	-3.5%	-0.6%	-7.1%	5.7	-4.7%	9.7%
COc1ccc(N2C(=O)C(Cl)=C(N3CCOCC3)C2=O)cc1	-14.4	2.1	17.9	-3.8%	2.2%	0.9%	-0.4%	16.8	-2.7%	5.1%
COc1ccc(C(=O)CC(c2ccccc2)C2CCCCC2=O)cc1 (configuration not stated)	-11.1	-13.0	-1.3	-3.4%	8.7%	-2.3%	-1.2%	13.9	8.9%	-7.7%
CC(C)C1C2=C(CC(C)(C)CC2=O)ON1c1ccccc1 (configuration not stated)	-4.1	-10.5	-17.3	-1.2%	5.6%	2.7%	1.1%	12.7	3.9%	-5.7%
O=C(CCS(=O)(=O)c1ccc2c(c1)NC(=O)CO2)NCCc1ccccc1	-22.7	5.4	-26.3	-1.1%	-5.2%	-3.5%	2.4%	10.7	-0.2%	0.9%
O=C(CNC(=O)c1ccccc1F)NCCOc1ccccc1Cl	2.0	2.8	0.0	-7.0%[46.1 µM]	4.6%	1.7%	0.9%	-1.7	2.0%	18.0%
CC(SC1=NCCN1S(=O)(=O)c1ccc(F)cc1)c1ccccc1 (configuration not stated)	-15.5	-15.3	-1.8	-1.8%	0.8%	-6.2%	-7.8%	2.5	1.4%	0.9%

Given field by field: four of the compounds above
> Cc1nnc(SC(C(=O)Nc2cc(Cl)cc(Cl)c2)c2ccccc2)[nH]c1=O (configuration not stated)
  KCNH2 3.1 block: 2.8; TSHR antagonist: -24.8; KCNH2 WT inh: .; TCR act: -3.6%; Eya2 phos inh: 15.9%; Mito fusion yeast: -7.4%; USP2a block: -4.3%; TRPV1 agonist: -4.6; A-T KAP1 phos: 4.4%; ELG1 DNA repair: -13.0%
> Cc1onc(-c2ccccc2)c1C(=O)N1CCCC1
  KCNH2 3.1 block: -2.3; TSHR antagonist: 11.5; KCNH2 WT inh: 2.0; TCR act: 2.5%; Eya2 phos inh: -0.6%; Mito fusion yeast: 4.4%; USP2a block: -1.4%; TRPV1 agonist: 0.0; A-T KAP1 phos: 17.9%; ELG1 DNA repair: 9.7%
> CC(C)CCNC(=O)C(c1ccncc1)N(C(=O)Cn1nnc(-c2ccc(F)cc2)n1)c1ccccc1F (configuration not stated)
  KCNH2 3.1 block: -6.1; TSHR antagonist: 6.6; KCNH2 WT inh: 4.4; TCR act: -0.6%; Eya2 phos inh: 2.6%; Mito fusion yeast: 1.3%; USP2a block: -1.9%; TRPV1 agonist: 1.7; A-T KAP1 phos: 2.1%; ELG1 DNA repair: -13.9%
> COc1ccc(NC(C#N)c2ccccc2OCc2ccccc2)cc1 (configuration not stated)
  KCNH2 3.1 block: 2.6; TSHR antagonist: -5.6; KCNH2 WT inh: .; TCR act: 2.6%[46.1 µM]; Eya2 phos inh: -3.5%; Mito fusion yeast: -0.6%; USP2a block: -7.1%; TRPV1 agonist: 5.7; A-T KAP1 phos: -4.7%; ELG1 DNA repair: 9.7%

Later entries.
SMILES	KCNH2 3.1 block	TSHR antagonist	KCNH2 WT inh	TCR act	Eya2 phos inh	Mito fusion yeast	USP2a block	TRPV1 agonist	A-T KAP1 phos	ELG1 DNA repair
CC1CN(C(=O)c2ccc(CNS(=O)(=O)c3cccc(C(F)(F)F)c3)cc2)CC(C)O1 (configuration not stated)	0.0	-6.6	-14.2	1.5%[46.1 µM]	-3.8%	-3.1%	-0.2%	-0.5	.	?
O=C(Nc1ccc(C(=O)NC2CCCCC2)cc1)c1cncc(Br)c1	-28.7	7.8	1.7	-41.1%	0.1%	5.1%	-0.7%	-2.4	-2.1%	-8.3%
CCc1ccc(NC(=O)CC2C(=O)NCCN2C(=O)c2ccccc2OC)cc1 (configuration not stated)	6.9	-6.1	0.4	-0.5%	-3.5%	-0.5%	1.6%	-1.8	5.2%	?
CCOC(=O)N1CCC(=NNc2ncc(C(F)(F)F)cc2Cl)CC1	6.1	8.8	-4.1	3.6%	2.0%	-7.0%	1.1%	-0.8	-5.8%	-3.2%
Cc1cccc(C)c1NC(=O)CN1CCN(C(=O)c2ccc(OCc3cn4ccccc4n3)cc2)CC1	18.5	8.2	-6.0	10.1%	0.8%	.	-3.3%	.	21.8%	?
COc1ccc(C(=O)Nc2ccc3c(c2)nc(CCNC(=O)c2ccco2)n3C)cc1	-24.0	8.4	2.9	5.7%	-0.3%	1.5%	3.4%	0.1	0.3%	?
CC(=O)C1=C(C)NC(=O)NC1/C=C/c1ccccc1 (configuration not stated)	-3.2	7.7	-9.5	-2.0%	4.5%	7.4%	-0.4%	-1.3	-3.6%	23.6%
O=C(O)c1cc(-c2c[nH]c3ccccc23)nc2ccc3ccccc3c12	-98.3*	20.6	-15.3	-3.5%	8.8%	3.8%	-2.4%	0.3	7.4%	?
C=CCN1C(=O)/C(=C2/Sc3ccc(OC)cc3N2CC)SC1=S	5.7	17.4	-4.3	.	1.6%	0.3%	0.0%	-3.5	-7.9%	6.2%
Cc1ccc2c(c1)NC(=O)C(CC(=O)N(C)Cc1ccccc1)O2 (configuration not stated)	-8.1	-6.7	-6.2	-5.4%	17.9%	2.7%	3.8%	0.2	11.6%	2.8%
Cc1ccc(NC(=O)c2cc(Cl)nc3ccccc23)cc1	20.5	-9.2	-1.1	0.7%	-1.6%	8.1%	-0.3%	19.9	3.3%	-8.5%
CCN(CC)c1ccc(/C=N/NC(=O)c2ccc3c(c2)OCCO3)cc1	7.3	-4.6	-5.5	2.5%	10.1%	-0.3%	1.1%	-1.5	4.5%	?

Screening results: PubChem BioAssay, National Center for Advancing Translational Sciences (NCATS)

Only part of the results is shown. The share of hits here may be higher or lower than overall.
